# Compound activity: PubChem, several laboratories
# MazF activator – increases E. coli MazEF RNase cleavage of RNA; P0AE70; FAM/BHQ RNA-DNA oligo cleavage fluorescence, 5 h; activation, % at 20 µM; hit rate 0.32% among 350,000; AID 504720; in the data active means activation above about 50%
# Target sequence (P0AE70 whole entry, looked up): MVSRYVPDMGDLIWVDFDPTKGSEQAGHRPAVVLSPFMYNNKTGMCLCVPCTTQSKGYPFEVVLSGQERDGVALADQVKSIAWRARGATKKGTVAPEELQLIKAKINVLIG
# Rv3671c protease – inhibits the M. tuberculosis serine protease Rv3671c; P9WHR9; inhibition, % at 5.96 µM; hit rate 0.048% among 320,000; AID 2606; in the data active means inhibition above about 38%;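 further: extracellular domain of Rv3671c used as enzyme; 0% = enzyme with DMSO and 100% = no enzyme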
# Target sequence (P9WHR9 whole entry, looked up, the tested form may be a part): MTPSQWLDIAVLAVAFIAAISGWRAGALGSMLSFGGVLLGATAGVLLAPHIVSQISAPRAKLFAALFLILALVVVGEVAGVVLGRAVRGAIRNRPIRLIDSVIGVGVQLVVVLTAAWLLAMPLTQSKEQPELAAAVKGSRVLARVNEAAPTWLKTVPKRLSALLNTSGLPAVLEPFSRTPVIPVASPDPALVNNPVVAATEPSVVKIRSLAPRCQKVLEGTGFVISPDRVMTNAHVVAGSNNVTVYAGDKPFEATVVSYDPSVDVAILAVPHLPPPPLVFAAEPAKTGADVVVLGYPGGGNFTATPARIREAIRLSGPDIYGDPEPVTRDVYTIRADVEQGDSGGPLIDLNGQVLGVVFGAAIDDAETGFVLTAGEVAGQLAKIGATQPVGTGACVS
# Yp Topo-I inh – Y. pestis Topo-I inhibition via cleavage products | Y. pestis Topo-I cleavage product accumulation, plate reader | activity, % at 10 µM | hit rate 0.064% among 360,000 | AID 504884; in the data active means activity above about 50%, passing the limit was not always enough; further: inactives centre near 2
# PrPC TRFRET – cell surface PrPC inhibition, primary TR-FRET screen; P04156; TR-FRET read-out; inhibition, % at 13.8 µM; hit rate 0.43% among 370,000; AID 720596; in the data active means inhibition above about 24%; further: 0% = median of the test wells and 100% = reference compound wells
# VHR inh abs – DUSP3 (human) phosphatase inhibition; inhibition, % at 13.3 µM; hit rate 0.52% among 290,000; recombinant VHR phosphatase, pNPP absorbance; AID 1654; P51452; in the data active means inhibition above about 50%; further: some compounds called inactive have numbers as strong as hits
# Target sequence (P51452 whole entry, looked up): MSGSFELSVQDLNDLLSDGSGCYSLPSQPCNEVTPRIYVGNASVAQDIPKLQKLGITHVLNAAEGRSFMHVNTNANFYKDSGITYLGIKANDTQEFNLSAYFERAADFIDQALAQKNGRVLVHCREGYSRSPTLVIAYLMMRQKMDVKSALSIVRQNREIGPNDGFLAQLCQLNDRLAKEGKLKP
# Vc quorum ag – quorum light induction in luxS cqsA deficient V. cholerae; V. cholerae BH1578 lux reporter, luminescence, 6 h; activation, % at 18.7 µM; hit rate 0.16% among 350,000; in the data active means activation mostly above about 9.7%, no sharp cut-off; further: not every result past the cut was called active; inactives centre near 0; reference of the scale not given here
# PriA SSB inh – inhibitors of Klebsiella pneumoniae PriA binding to SSB C-terminal tail. hit rate 0.6% among 430,000. inhibition, % at 33 µM. AlphaScreen SSBct-PriA binding, biotinylated peptide; in the data active means inhibition mostly above about 37%, no sharp cut-off; inactive means mostly below about 20%;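 further: plate controls were negative control peptide for no effect and reference peptide for full effect; strong numbers were not always called active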
# SARS 3CLpro inh – SARS-CoV 3CLpro protease inhibition; inhibition, % at 6 µM; recombinant SARS-CoV 3CLpro, quenched FRET peptide cleavage; P0C6X7; hit rate 0.14% among 290,000; in the data active means inhibition above about 12%
# TcdB inh – blocks C. difficile toxin B glycohydrolase activity; P18177; TcdB glycohydrolase enzymatic assay, plate reader; inhibition, % at 9.99 µM; hit rate 0.24% among 350,000; AID 652162; in the data active means inhibition above about 10%
# CCHFV vOTU inh – CCHFV vOTU protease inhibition | hit rate 0.55% among 370,000 | inhibition, % at 11.5 µM | Pep-AMC fluorescence; in the data active means inhibition above about 30%; further: 0% = vehicle wells with enzyme and 100% = no enzyme wells
# * = called active by the depositor; i = inactive; nt = no result given; & = joins results of further samples. Not all compounds are listed; rates above refer to the full screens.
SMILES,MazF activator,Rv3671c protease,Yp Topo-I inh,PrPC TRFRET,VHR inh abs,Vc quorum ag,PriA SSB inh,SARS 3CLpro inh,TcdB inh,CCHFV vOTU inh
O=C(NC(=O)c1ccccc1N1CCCCC1)Nc1ccc(Br)cc1,-2,0,-6,7,-3,-0.5,-6,6,0.8,-2
CC(=O)CC(C)(C)S(=O)(=O)c1ccc(NC(C)=O)cc1,6,8,2,0,26,-0.3,-2,-2,3.9,-10
COc1ccc(NC(=O)NCCN2CCN(c3ccc(C)cc3)CC2)c(Cl)c1,-8,-4,-9,-1,2,-0.5,-7,0,-0.2,1
CCOC(=O)c1cc2c(ccn2C)n1Cc1ccc(Cl)cc1,0,5,5,-3,-13,4.3,5,-4,3.0,-4
O=C1ON=C(c2ccc([N+](=O)[O-])cc2)/C1=C/c1ccccc1O,1,nt,27,-16,-2,i,2,0,-0.4,-2
CCc1cccc(OCC(=O)N(C)CC(=O)Nc2cccc(F)c2)c1,-1,11,3,0,nt,i,-7,nt,3.3,0
COc1ccc(Cc2nc(C(=O)Nc3ccc(F)cc3)cs2)cc1,-5,-3,34,2,20,i,-26,5,4.9,16
CCCCC(CCC(=O)Nc1cccc([N+](=O)[O-])c1)C(=O)O (stereo unspecified),8,2,1,2,23,-0.5,0,-1,-0.2,6
COC(=O)c1ccc(Cl)c(NC(=O)CN(c2ccccc2)S(=O)(=O)c2ccc(OC)cc2)c1,-3,-21,17,6,-4,-0.6,-4,-1,0.2,-10
COCC(=O)c1[nH]c2ccccc2c1C,7,-6,7,-4,32,6.7,-12,-5,nt,-5
CCOC(=O)c1c(COc2ccccc2)oc2ccc(O)cc12,0,-17,nt,nt,3,nt,-4,4,nt,nt
CCOc1ccc(C(=O)NCC(=O)OCC(=O)Nc2ccccc2OC)cc1,6,2,0,0,27,i,9,0,nt,4
CCc1cccc(CC)c1N1C(=O)c2cc(N3CCOCC3)c([N+](=O)[O-])cc2C1=O,2,6,9,-11,10,-0.8,8,4,nt,4
CC(C)(C)OC(=O)C[C@@H]1C/C=C\C[C@H](CC(=O)N(CCO)Cc2ccccc2)C(=O)NC[C@@H](c2ccccc2)OC1=O,1,-9,25,-2,nt,i,-19,nt,-0.1,4
CCOC(=O)C1(C(=O)OCC)C(C)CC(=O)N1c1ccccc1OC (stereo unspecified),10,nt,-2,2,nt,i,nt,nt,1.6,6
COc1ccc(-c2cc(C)no2)cc1S(=O)(=O)Nc1cccc(C)c1,9,-5,-5,5,-17,0.0,-26,3,0.7,-11
Cc1nonc1OCCNCCNc1ccc([N+](=O)[O-])cc1Cl,2,2,0,-13,23,i,10,-6,-1.0,4
Cc1ccc2[nH]c3c(c2c1)CNCC3,6,5,3,7,-9,i,-3,-2,0.8,-11
Cc1cc(OCC(=O)Nc2ccncc2)cc(C)c1Br,2,6,8,-1,22,i,-23,-7,nt,2
O=C(O)c1ccc(N2CCN(c3ccc(Cl)cc3)CC2)c([N+](=O)[O-])c1,3,-4,-6,-2,-2,i,2,0,0.2,15
COc1ccc(C2C3CCCCC3(O)CCN2C(=O)c2cccs2)cc1 (stereo unspecified),6,-2,5,6,2,0.8,2,2,nt,-5
COc1ccccc1CNS(=O)(=O)CCNC1CCCCC1,-6,nt,-9,-4,nt,-0.4,-10,nt,1.2,-5
O=C(c1cc(F)ccc1F)C1CCCN(Cc2cccn2-c2ccccn2)C1 (stereo unspecified),11,3,12,-1,27,-0.3,-9,0,0.9,12
O=C(Nc1cccc(Oc2c(F)c(F)c(F)c(F)c2F)c1)N1C[C@@H]2C[C@@H](C1)c1cccc(=O)n1C2,2,-5,0,4,-8,4.2,nt,3,nt,3
COCCNC(=O)c1cn(C)c2ccc(S(=O)(=O)N(C)C3CCCCC3)cc2c1=O,9,2,16,-1,29,i,-15,3,-0.1,4
# Carrying on:
SMILES,MazF activator,Rv3671c protease,Yp Topo-I inh,PrPC TRFRET,VHR inh abs,Vc quorum ag,PriA SSB inh,SARS 3CLpro inh,TcdB inh,CCHFV vOTU inh
COc1cc(OC)c(/C=N/NC(=O)COc2cccc3cccnc23)c(OC)c1,11,1,0,-6,8,-0.2,i,-5,1.2,-6
CC(C)(C)c1nc(NC(=O)Nc2ccccc2)sc1Br,22,-31,-9,9,5,i,-23,8,0.7,13
Cc1cccc(Nc2nnc(SCC(=O)NC3CCCc4ccccc43)s2)c1 (stereo unspecified),0,-1,-2,-1,4,-0.5,-1,-2,1.3,-3
COc1ccccc1Nc1c([N+](=O)[O-])cncc1[N+](=O)[O-],-3,7,1,-10,22,-0.6,8,-2,-1.0,1
C=CCn1c(Cc2ccc(OC)cc2)nnc1SCc1nc2ccccc2c(=O)[nH]1,-1,-5,0,3,31,-0.2,-5,5,1.3,18
CC(=O)Nc1sc2c(c1C(N)=O)CCC2,1,0,4,1,-4,nt,-13,4,nt,7
COc1ccc(C2NC(=O)CCC2[N+](=O)[O-])cc1 (stereo unspecified),-2,6,-3,-1,0,i,-2,1,1.0,1
CC1CCc2c(c3ccccc3n2C(=O)CCl)C1 (stereo unspecified),1,-5,-10,-2,10,i,15,8,0.2,24
COCCn1c(=S)[nH]c2cc(C(=O)NCC3CCCO3)ccc2c1=O (stereo unspecified),0,-2,2,nt,4,i,-17,2,2.0,nt
CCC(C)C(NC(=O)c1ccccc1NC(=O)c1ccco1)C(=O)NC1CCCCC1 (stereo unspecified),-4,2,16,-7,26,nt,-10,0,nt,2
O=C(NC1CC1)c1cccc(S(=O)(=O)N2CCOCC2)c1,-14,0,-2,6,nt,-0.5,33,nt,0.8,3
COCCC(=O)N1CCC(n2nccc2NC(=O)CCc2ccccc2)CC1,4,1,10,-6,5,-0.4,-1,1,2.0,7
NS(=O)(=O)c1ccc(CNC(=O)CCC2CCCCC2)cc1,-2,-2,-6,-10,33,2.6,0,-2,-0.5,2
O=C(O)CCCCCNC(=O)CCn1nnc2ccccc2c1=O,-4,-2,13,-2,8,-0.2,-9,-2,nt,-1
COc1ccc(CCNC(=O)C2CCC(=O)N(C3CC3)C2)c(OC)c1 (stereo unspecified),-3,10,4,-5,14,-0.4,2,-4,1.6,12
O=C(C1=C[C@@H](C2CCCCC2)C[C@@H](OCCCCO)O1)N1CCN(Cc2ccccc2)CC1,2,5,9,1,3,-11,3,5,1.7&2.6,10
COCCCNC(=O)c1cccc(S(=O)(=O)N2CC3(C)CC2CC(C)(C)C3)c1 (stereo unspecified),5,4,17,0,nt,4.0,-5,nt,1.7,2
COc1ccccc1NC(=O)NC1CCS(=O)(=O)C1 (stereo unspecified),10,-5,0,8,-5,-3.8,-18,2,0.4,-20
CC/C(=N\Nc1ccccc1)c1c(O)n(-c2ccc(OC)cc2)c(=O)[nH]c1=O,4,-1,4,10,24,-0.3,nt,-2,1.2,-11
COc1ccc(NC(=O)c2cccc(S(=O)(=O)NCc3ccccc3)c2)cc1S(N)(=O)=O,13,-8,2,1,nt,-0.7,1,nt,-1.4,4
CCOC(=O)c1ccccc1NC(=O)c1ccc2c(=O)n3c(nc2c1)CCCCC3,5,-9,26,3,16,-0.2,-27,-5,1.6,6
COc1cc2c(cc1OC)CN(C(=O)CN(C)S(=O)(=O)c1ccc(NC(C)=O)cc1)CC2,-10,-5,-1,6,24,-1.0,2,-1,2.5,-11
Cc1cc2nc3c(=O)n(CCc4ccccc4)c(=O)[nH]c3nc2cc1N,i,-9,0,-8,-4,i,-14,-6,-0.4,-1
CCOC(=O)C(C)Oc1cccc2c(=O)n(CC(=O)Nc3ccc(OC)cc3)ccc12 (stereo unspecified),nt,nt,20,-6,nt,-0.4,nt,nt,0.0,6
Cn1c(=O)c2c(ncn2CC(=O)N/N=C/c2ccc(Br)s2)n(C)c1=O,2,0,-4,-4,-4,i,nt,-1,-0.7,-2

# Individual results from the list.
# NS(=O)(=O)c1ccc(CNC(=O)CCC2CCCCC2)cc1 in MazF activator is listed with -2
# CC(=O)Nc1sc2c(c1C(N)=O)CCC2 in Rv3671c protease is listed with 0
# CC(C)(C)OC(=O)C[C@@H]1C/C=C\C[C@H](CC(=O)N(CCO)Cc2ccccc2)C(=O)NC[C@@H](c2ccccc2)OC1=O in Yp Topo-I inh is listed with 25

# (listing goes on)
SMILES,MazF activator,Rv3671c protease,Yp Topo-I inh,PrPC TRFRET,VHR inh abs,Vc quorum ag,PriA SSB inh,SARS 3CLpro inh,TcdB inh,CCHFV vOTU inh
O=[N+]([O-])c1ccc(N2CCN(c3nc(-c4ccc(Cl)cc4)cs3)CC2)cc1,0,2,5,-17,30,3.7,-13,-2,nt,16
CC1C(=O)Nc2ccccc2N1C(=O)c1ccc(F)cc1 (stereo unspecified),-2,-1,-4,-3,12,-0.8,8,-2,0.6,2
CCCCN(C)C(=S)Nc1ccc2nc3n(c(=O)c2c1)CCCCC3,-4,0,-2,12,6,-0.6,-2,6,0.5,-8
CCOc1ccc(OCCSc2nc3ccccc3[nH]2)cc1,-7,-8,1,8,4,i,-17,0,0.2,-8
COc1ccc(OC)c(S(=O)(=O)n2nc(-c3ccccc3)cc2N)c1,7,-3,-4,6,17,-0.2,-5,3,7.8,-2
COc1ccc(SC[C@H](Cc2ccccc2)N2CCN(C)CCC2=O)cc1,8,-12,10,0,4,5.0,-2,nt,-4.8,21
Cc1ccc(S(=O)(=O)N/N=C/c2cccc3c2OCCO3)cc1,6,-9,5,-3,-8,-1.0,nt,3,0.9,0
CCOC(=O)N1CCN(S(=O)(=O)CCNC(=O)c2cccc(OC)c2)CC1,0,2,12,-5,nt,i,-15,nt,0.3,-6
O=C(ON=C1CCN(S(=O)(=O)c2ccccc2)CC1)c1ccc(Cl)cc1,-3,-3,-5,5,-13,-0.3,-16,-2,nt,0
CCOc1ccc(S(=O)(=O)N2CCOCC2)cc1NS(=O)(=O)c1ccc(OC)c([N+](=O)[O-])c1,-1,2,0,-8,nt,i,1,nt,1.2,4
COc1ccc(-c2nnc(SCc3cccc(C#N)c3)o2)cc1,9,-8,7,-1,-8,1.5,-14,-2,0.1,-8
Cc1ccc(C(=O)NCC(=O)OCC(=O)c2ccc3c(c2)NC(=O)CO3)cc1C,1,4,-10,0,6,i,-14,-1,2.5,-13
CCNC(=S)N1CCN(c2ccc([N+](=O)[O-])cc2)CC1,-1,-3,-5,-25,10,i,12,7,nt,10
Cc1ccc(S(=O)(=O)N2CCCCC2)cc1C(=O)N1CCCCCC1,3,-2,-2,3,nt,i,-15,nt,-0.7,1
CC(C)NC(=O)Nc1ccc2c(c1)C(=O)N([C@@H](C)CO)C[C@@H](C)[C@H](CN(C)Cc1ccccc1)OCCCC[C@H](C)O2,5,nt,-5,6,nt,i,nt,nt,-11&-0.3,8
CN1CCN(CC(=O)Nc2ccccc2Sc2ccccc2)CC1,-3,-4,28,-9,2,-0.4,-8,-2,1.1,-2
CC1CC(C)(C)NC(=S)N1CCCC(=O)N1CCN(c2ccccc2F)CC1 (stereo unspecified),2,0,12,8,-2,-0.4,4,5,nt,7
Cc1oc(-c2ccccc2F)nc1CS(=O)(=O)CC(=O)N1CCN(Cc2ccccc2)CC1,1,11,25,-2,3,-0.1,1,2,0.6,5
CSc1ccccc1NC(=O)COC(=O)/C=C/c1ccco1,12,1,3,nt,nt,i,-11,nt,0.3,nt
COC(=O)c1sc2ccccc2c1-n1cccc1C(=O)C(=O)Nc1ccc(OC)cc1,-4,-13,20,12,27,-0.4,20,8,nt,16
CCOC(=O)c1c(C)[nH]c(C(=O)OCC(=O)NC2CCS(=O)(=O)C2)c1C (stereo unspecified),20,-3,-2,-4,30,-0.3,-21,1,nt,19
O=C(Nc1nnc([C@@H]2C[C@H](O)[C@@H](CO)O2)s1)Nc1cccc(Cl)c1Cl,nt,nt,4,0,nt,-0.3,nt,nt,2.2,12
CCN(c1ccccc1C(=O)O)S(=O)(=O)c1cccc2nsnc12,7,5,-3,-8,10,-0.9,-5,1,1.5,7

# In another format: entries from further up
# The line under a structure holds: MazF activator, Rv3671c protease, Yp Topo-I inh, PrPC TRFRET, VHR inh abs, Vc quorum ag, PriA SSB inh, SARS 3CLpro inh, TcdB inh, CCHFV vOTU inh
CCNC(=S)N1CCN(c2ccc([N+](=O)[O-])cc2)CC1
 : -1, -3, -5, -25, 10, i, 12, 7, nt, 10
Cc1ccc(S(=O)(=O)N2CCCCC2)cc1C(=O)N1CCCCCC1
 : 3, -2, -2, 3, nt, i, -15, nt, -0.7, 1
